# LYP phosphatase – inhibitors of LYP phosphatase, biochemical, fluorescence intensity, uHTS (AID 1779) | recombinant LYP phosphatase, fluorescence intensity; higher % means a stronger effect | Tyrosine-protein phosphatase non-receptor type 22 (Homo sapiens) | 0.054% of 290,000 active | inhibition, % at 11.5 µM; hits with a dose series show IC50 in µM;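 further: plate controls were vehicle with enzyme for no effect and no enzyme for full effect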
# P. falciparum M1AAP – P. falciparum M1AAP inhibitors, biochemical, fluorogenic H-Leu-NHMec substrate, 1536-well (AID 1445); Aminopeptidase N (Plasmodium falciparum (isolate 3D7)); recombinant M1AAP, H-Leu-NHMec fluorogenic kinetic assay; higher % means a stronger effect; inhibition, % at 30 µM, or IC50 in µM where a hit was titrated; 0.42% of 220,000 active;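 active means primary inhibition above the hit cutoff, then over 50% inhibition at one or more dose response concentrations, cut at about 23% in these data, passing the limit was not always enough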;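 further: plate controls were DMSO full reaction for no effect and no enzyme background for full effect; strong numbers were not always called active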
# Yfh1-depleted yeast – enhancers of respiration in Yfh1-depleted yeast, dose response, Friedreich's ataxia, plus single-dose screen (AID 1465); 0.074% of 220,000 active; one-dose fold induction at 50 µM; EC50 in µM for titrated hits; S. cerevisiae Yfh1-off respiration, WST-1 reduction, 72 h; higher fold induction means a stronger effect;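 active means fold induction of absorbance versus untreated yeast above a set limit, then at least 30% activation at any dose in follow-up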;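 further: activators that raise dye reduction in frataxin-depleted yeast; strong numbers were not always called active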
# human PMI inhibitors – human PMI inhibitors, high substrate, primary screen, biochemical, fluorescence intensity, high mannose 6-phosphate (AID 1220); recombinant PMI enzyme, coupled fluorescence intensity; higher % means a stronger effect; one-dose inhibition, % at 20 µM; IC50 in µM for titrated hits; 0.66% of 190,000 active
# TNAP activation fold – human TNAP enzyme activators, primary screen, biochemical, luminescent, no phosphate acceptor, uHTS (AID 1001); Alkaline phosphatase, tissue-nonspecific isozyme (Homo sapiens); 0.03% of 200,000 active; purified TNAP, luminescent activation assay, no phosphate acceptor; higher activation fold means a stronger effect; activation fold at 20 µM, or EC50 in µM where a hit was titrated; in the data active means activation fold from about 3, or a potency from the dose series; inactive means the rest, 99 in 100 with activation fold below about 1.6; further: many of its hits are not listed in these tables
# PMI inhibitors – inhibitors of human PMI, primary screen, biochemical, fluorescence intensity, coupled assay (AID 1209) | Mannose-6-phosphate isomerase (Homo sapiens) | purified PMI enzyme, coupled fluorescence intensity; higher % means a stronger effect | inhibition, % at 20 µM, or IC50 in µM where a hit was titrated | 0.42% of 190,000 active;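 further: plate controls were DMSO vehicle for no effect and wells lacking substrate for full effect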
# M17LAP inhibition – P. falciparum M17LAP inhibitors, primary screen, biochemical, fluorogenic H-Leu-NHMec substrate, 1536-well (AID 1619); recombinant M17LAP, H-Leu-NHMec fluorogenic kinetic assay; higher % means a stronger effect; one-dose inhibition, % at 30 µM; IC50 in µM for titrated hits; 0.38% of 220,000 active;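 active means compound inhibiting the enzyme by more than half at any dose during confirmatory dose-response retesting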;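 further: plate controls were full reaction with DMSO carrier for no effect and no enzyme background for full effect; strong numbers were not always called active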
# WT yeast gro inh – growth inhibition of WT strain, primary screen, mitochondrial fusion inhibitor project, WT and mutant strains, chemical genetic | mitochondrial fusion phenotypic screen | inhibition, % at 10 µM | 2.1% of 190,000 active | AID 1362, 2008; in the data active means inhibition above about 58%; tested in S. cerevisiae
# XIAP displacement – XIAP antagonists, biochemical, IAP family, fluorescence polarization (AID 1018); XIAP BIR domain, fluorescence polarization peptide displacement; higher % means a stronger effect; displacement, % at 20 µM; hits with a dose series show IC50 in µM; 0.007% of 200,000 active; in the data active means displacement above about 50%; further: a part of the inactive calls stands beside numbers as strong as those of hits
# WT yeast gro inh mutant strain – recorded beside WT yeast gro inh, whose call it bears; inhibition, %; mitochondrial fusion phenotypic screen, mutant strain inhibition
# * marks the source's active call; other numbers are inactive results; i = inactive; . = not tested or not shown. Unless noted, no stated cut-off is given here; in the data, active means inhibition above about 50%; inactive means the rest. This is a subset; rates above refer to the full screens.
# Every second line gives: LYP phosphatase | P. falciparum M1AAP | Yfh1-depleted yeast | human PMI inhibitors | TNAP activation fold | PMI inhibitors | M17LAP inhibition | WT yeast gro inh | WT yeast gro inh mutant strain | XIAP displacement
- Cc1nn(Cc2ccccc2)c(C)c1C(=O)OCC(=O)NCc1ccco1
 : -3.0% | 2.9% | i | 7.3% | 1 | -0.7% | -0.6% | 8.4 | 18.5 | -4.7%
- O=[N+]([O-])c1cccc(CN2CCN(Cc3ccc(Cl)cc3)CC2)c1
 : -9.2% | 0.7% | i | 16.5% | 1 | 11.4% | -3.7% | 26.3 | 28.7 | -4.4%
- CC(C)(C)c1nc(N2CCN(C(=O)c3ccco3)CC2)c2nnn(Cc3ccccc3Cl)c2n1
 : 5.6% | -0.1% | i | 11.4% | 1.1 | 8.0% | 3.2% | 23.7 | 8.0 | 3.5%
- O=C1NC(=O)C(=Cc2csc3ccccc23)C(=O)N1
 : -3.2% | -0.4% | i | . | . | . | 21.5% | . | . | .
- CN1C(=O)C(Cc2cccs2)C(=O)N(C)C1=O
 : -10.5% | 1.8% | i | -16.0% | 1.1 | -5.0% | -7.0% | 12.5 | 3.2 | -1.0%
- CC(C)c1oc(=O)cc2c1[C@@H](O)[C@H]1OC(=O)[C@@]3(C)C[C@@H](O)[C@@H](O)[C@@]2(C)C13 (some centres undefined)
 : -3.0% | 10.5% | i | -17.0% | 1 | -14.1% | -6.5% | -6.4 | -18.6 | -3.4%
- CCN1CC2(COC(=O)c3ccccc3N)CCC(OC)C34C5CC6C(OC)CC(O)(C5C6OC)C(O)(C(OC)C23)C14 (centres undefined)
 : -11.3% | 14.9% | i | -8.1% | 1.2 | -6.7% | -6.7% | 24.9 | -38.0 | -7.8%
- O=C(C1CC(=O)N(C2CCCCCCC2)C1)N1CCC2(CC1)OCCO2 (centres undefined)
 : -6.9% | 1.3% | i | 2.7% | 1 | 2.6% | 2.9% | -1.3 | -9.1 | -4.9%
- COc1ccc(C2=NCC(=O)N(CC(=O)NCc3ccco3)c3sc4c(c32)CCCC4)cc1OC
 : -1.1% | 15.3% | i | 0.5% | 1.2 | 5.6% | -6.3% | 6.5 | -21.3 | -4.5%
- CC1CN=C(Nc2ccc(F)cc2)S1 (centres undefined)
 : -3.9% | -3.1% | i | -10.3% | 1.2 | -14.8% | -4.0% | 16.1 | 16.5 | -4.8%
- CCOC(=O)c1c(-n2c(C)cc(C=C3C(=O)NC(=O)NC3=O)c2C)sc2c1CCCC2
 : 9.2% | 0.2% | . | -9.9% | 1 | -6.3% | -4.8% | -17.9 | 1.5 | -1.1%
- O=c1[nH]c(=S)n(C2CC2)c(O)c1C=NCc1cccnc1
 : -2.0% | 6.1% | i | . | . | . | 28.6% | . | . | .
- CCN1CCN(C(=O)COc2cc(=O)n(CC)c3ccccc23)CC1
 : -2.0% | -1.1% | i | 4.8% | 1.2 | 9.2% | -1.5% | -4.2 | 4.8 | -1.9%
- COc1ccc(-n2c(-c3ccco3)nc3ccccc3c2=O)cc1
 : -0.7% | 9.6% | i | 0.8% | 1.1 | 2.5% | 0.1% | -0.2 | 9.5 | -1.0%
- Cc1ccc(/C=C2\C(=O)NC(=O)N(CC3CCCO3)C2=O)s1 (centres undefined)
 : -5.6% | 4.6% | i | . | . | . | 14.5% | . | . | .
- C#CCN1CCN(c2cccc(C(F)(F)F)c2)CC1
 : -6.5% | -4.0% | i | -9.1% | 1.1 | -12.2% | -4.1% | 3.4 | -7.6 | -8.2%
- COP(=O)(OC)C(NC(=O)/C=C/c1ccccc1)C(Cl)(Cl)Cl (centres undefined)
 : -5.9% | -2.7% | i | -12.2% | 1.1 | -20.1% | -3.9% | -3.8 | -3.3 | -2.1%
- C=C1C(=O)O[C@@H]2C[C@@H](C)[C@@H]3C=CC(=O)[C@@]3(C)[C@@H](OC(=O)CC(=O)O[C@H]3[C@@H]4C(=C)C(=O)O[C@@H]4C[C@@H](C)[C@@H]4C=CC(=O)[C@]43C)[C@H]12
 : 1.4% | 1.1% | i | . | . | . | -12.4% | . | . | .
- Cn1c(O)c(C=NCCN2CCN(C(=O)Nc3ccccc3)CC2)c(=O)n(C)c1=O
 : -3.3% | -1.2% | i | . | . | . | -1.4% | . | . | .
- CN1CCN(c2c[nH]c(=O)[nH]c2=O)CC1
 : -6.3% | 10.2% | i | -5.5% | 1.1 | -8.5% | 5.4% | -13.7 | 4.8 | -4.7%
- Cc1cc(NC(=O)COC(=O)c2c(C)nn(Cc3ccccc3Cl)c2Cl)no1
 : -2.1% | 0.1% | i | -0.6% | 1.1 | 6.5% | 3.2% | 11.2 | 12.7 | -4.2%
- Cc1ccc(-n2c(O)c(/C=N/N3CCCCC3c3cccnc3)c(=O)[nH]c2=S)cc1 (centres undefined)
 : -2.0% | 16.4% | i | 1.3% | 1.1 | 4.7% | 6.3% | 2.5 | 12.2 | -6.6%
- Cc1ccsc1C(=O)C1CCCN(Cc2cc3ccccc3o2)C1 (centres undefined)
 : -5.5% | 7.4% | i | 8.1% | 1 | 12.2% | -0.9% | 23.7 | 18.6 | -11.5%
- COc1ccc(-n2c(Cc3ccccc3)nc3ccccc3c2=O)cc1
 : -10.1% | . | i | -1.8% | 1.1 | 3.7% | . | 8.9 | -3.8 | -2.3%
- COc1ccccc1OCCCn1cc(C(C)=O)c2ccccc21
 : -4.1% | -3.6% | i | . | 1 | . | 0.5% | 8.7 | -2.4 | -4.6%
- COc1ccc(CC2C(=O)NC(=O)N(c3ccccc3)C2=O)c(OC)c1 (centres undefined)
 : -3.2% | -3.2% | i | 9.8% | 1.1 | -10.6% | 8.2% | 0.1 | -7.6 | -3.4%
- CCC[N+]12CCC(CC1)C(C(O)(c1ccccc1)c1ccccc1)C2 (centres undefined)
 : -6.5% | -1.5% | i | . | . | . | 2.4% | . | . | .
- CCn1cc(C(=O)N2CCC3(CC2)OCCO3)c(=O)c2cc(S(=O)(=O)N3CCCC3)ccc21
 : -5.8% | 6.8% | i | -8.1% | 1 | -4.2% | 12.5% | -1.9 | 17.0 | -3.5%
- CCOC(C(=O)OCC(O)CN(CC)CC)(c1ccccc1)c1ccccc1 (centres undefined)
 : -0.5% | 4.7% | i | -3.5% | 1.1 | -0.5% | 6.8% | -11.0 | -18.6 | -4.0%
- COc1cccc(C2C([N+](=O)[O-])=C(N)Oc3c2c(=O)oc2ccccc32)c1 (centres undefined)
 : -7.9% | 9.2% | i | -3.2% | 1.1 | -2.5% | -8.9% | 34.5 | -14.9 | -4.6%
- COc1ccc(C(=O)N2CCOCC2)cc1S(=O)(=O)N1CCC(C)CC1
 : 3.3% | 0.5% | i | 9.2% | 1.1 | 5.4% | -1.2% | -4.8 | 4.6 | 6.1%
- Fc1ccccc1N1CCN(Cc2c(F)cccc2F)CC1
 : -7.4% | 0.5% | i | 2.2% | 1.1 | 18.8% | 11.3% | -2.6 | -25.6 | -2.4%
- CC(C)CC12CN3CCN(CC(C3)/C1=N/O)C2
 : -0.5% | 10.3% | i | 10.8% | 1.1 | 17.2% | -14.5% | -10.7 | -3.1 | -5.6%
- CN(C)C1=NP(N(C)C)(N(C)C)=NC(c2ccccc2)=N1
 : -5.0% | 5.3% | i | -4.5% | 1.1 | -0.6% | -4.3% | 17.1 | 26.2 | 1.8%
- CN1CCN(c2nc([N+](=O)[O-])nn2C)CC1
 : -6.0% | 3.0% | i | -2.0% | 1.1 | -5.5% | 9.0% | -15.7 | -12.1 | -2.9%
- COC(=O)C(O)(c1ccc(N(C)C(=O)c2ccc(Cl)c(Cl)c2)cc1)C(F)(F)F (centres undefined)
 : -1.6% | 0.6% | i | -2.0% | 1.1 | -1.1% | 6.7% | -3.9 | 1.9 | 1.0%
- CN1Cc2cccnc2N(C)Cc2cc(Cl)ccc21
 : -6.0% | 0.7% | i | 13.3% | 1 | 10.4% | -6.2% | 9.3 | 1.1 | 0.2%
- CCCCN1C(=O)NC(=O)C2(Cc3c(nc4ccccn4c3=O)N3CCc4ccccc4C32)C1=O (centres undefined)
 : -2.0% | 2.8% | i | 19.3% | 1 | 16.3% | -5.5% | 21.1 | 1.1 | 4.4%
- C=CCn1c(O)c(C(CC)=Nc2ccc(NC(C)=O)cc2)c(=O)[nH]c1=O
 : 1.2% | 7.5% | i | . | . | . | 2.3% | . | . | .
- CCN1C(=O)C(=Cc2ccc(C)s2)C(=O)N(CC)C1=S
 : 5.8% | 12.5% | i | 34.5% | 0.9 | 27.3% | 29.1% | -1.4 | -1.4 | 6.2%
- O=S(=O)(c1ccccc1)N1CCCCC1c1cccnc1 (centres undefined)
 : -12.2% | 4.0% | i | -4.1% | 1.1 | 4.7% | -6.1% | 5.8 | -13.7 | 4.0%
- CCCCCCNC(=O)N[C@H](Cc1ccc(O)cc1)C(=O)NCCC[C@H]1CN2C(=NC[C@H]2CCC)N1CC1CCC1
 : -12.4% | -6.9% | i | . | . | . | -16.1% | . | . | .
- Cc1ccc(-n2c(O)c(C=N)c(=O)n(-c3ccc(C)cc3)c2=O)cc1
 : -4.5% | 1.8% | i | . | . | . | 5.3% | . | . | .
- O=c1[nH]c(=O)n(CCc2ccccc2)c(O)c1C=NC1CC1
 : -2.6% | 5.8% | i | . | . | . | 1.3% | . | . | .
- COc1cccc(-n2c(-c3ccoc3)nc3ccccc3c2=O)c1
 : -5.7% | 16.4% | i | 2.2% | 1.1 | 6.3% | 12.8% | -11.3 | 0.0 | -1.4%
- S=C1NCCN1
 : -4.9% | -4.6% | i | -4.7% | 1 | 0.3% | -16.9% | 4.2 | -35.6 | -4.5%
- CCC(=NCc1cc(OC)cc(OC)c1)c1c(O)[nH]c(=O)[nH]c1=O
 : -6.8% | 0.7% | i | . | . | . | -9.7% | . | . | .
- Cn1c(=O)cc(SCC(=O)N2CCC3(CC2)OCCO3)c2ccccc21
 : -0.1% | -4.6% | i | -3.0% | 1.1 | -6.0% | 9.0% | 12.2 | 1.6 | 2.4%
- c1cnc2c(c1)ccc1ncccc12
 : -4.6% | -0.2% | i | . | . | . | 0.6% | . | . | .
- COc1ccc(CN2C(=O)NC(=O)/C(=C\c3ccc(OC)c(OC)c3OC)C2=O)cc1
 : -1.6% | 9.8% | i | -1.7% | 1.1 | -10.6% | 23.0% | -16.9 | 1.6 | -1.7%
- O=C(c1cc(=O)[nH]c2ccc(Br)cc12)N1CCC2(CC1)OCCO2
 : -6.9% | -2.5% | i | 2.6% | 1.2 | 2.9% | 13.2% | 6.7 | -8.9 | 1.1%

# Filtered by structure: the entries above with a CF3 group
# Every second line gives: LYP phosphatase | P. falciparum M1AAP | Yfh1-depleted yeast | human PMI inhibitors | TNAP activation fold | PMI inhibitors | M17LAP inhibition | WT yeast gro inh | WT yeast gro inh mutant strain | XIAP displacement
- C#CCN1CCN(c2cccc(C(F)(F)F)c2)CC1
 : -6.5% | -4.0% | i | -9.1% | 1.1 | -12.2% | -4.1% | 3.4 | -7.6 | -8.2%
- COC(=O)C(O)(c1ccc(N(C)C(=O)c2ccc(Cl)c(Cl)c2)cc1)C(F)(F)F (centres undefined)
 : -1.6% | 0.6% | i | -2.0% | 1.1 | -1.1% | 6.7% | -3.9 | 1.9 | 1.0%

# Assay outcomes as filed in PubChem.
